Screening results as filed in PubChem BioAssay.
PPARg SRC2 recr – agonists of SRC-2 recruitment by human PPARgamma | activation, % at 8 µM | 0.34% of 200,000 active | PPARgamma LBD-SRC-2 recruitment, biochemical; in the data active = activation above about 22%;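 also: 0% = vehicle and 100% = reference agonist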
Target sequence (P37231 whole entry, looked up, the tested form may be a part): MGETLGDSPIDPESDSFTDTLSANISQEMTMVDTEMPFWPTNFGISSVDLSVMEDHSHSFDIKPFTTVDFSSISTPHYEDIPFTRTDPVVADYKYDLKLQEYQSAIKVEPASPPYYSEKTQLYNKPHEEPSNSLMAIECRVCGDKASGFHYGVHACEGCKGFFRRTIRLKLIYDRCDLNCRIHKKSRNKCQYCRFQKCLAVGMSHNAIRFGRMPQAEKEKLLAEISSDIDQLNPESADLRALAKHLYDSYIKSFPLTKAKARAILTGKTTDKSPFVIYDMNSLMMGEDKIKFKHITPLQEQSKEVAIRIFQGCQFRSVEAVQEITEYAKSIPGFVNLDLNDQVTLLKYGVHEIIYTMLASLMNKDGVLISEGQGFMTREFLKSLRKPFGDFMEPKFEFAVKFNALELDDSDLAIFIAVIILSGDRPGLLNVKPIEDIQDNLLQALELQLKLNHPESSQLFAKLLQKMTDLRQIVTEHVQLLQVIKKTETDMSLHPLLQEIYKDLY
bIAP act – increases bovine intestinal alkaline phosphatase activity; purified bovine IAP, CDP-star luminescence, 30 min; active compounds read high; fold of DMSO-control signal, blank-subtracted; activation factor at 20 µM; 0.17% of 200,000 active;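 active = activation factor of 2 or more at 20 µM, a signal rise over negative controls twice the positive control's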
TR-FRET SRC-2 ct – flags TR-FRET format artefacts in PPARgamma SRC-2 recruitment agonist screen. TR-FRET artefact counter-screen; active compounds read high. TR-FRET ratio at 8 µM. 0.4% of 200,000 active; in the data active = TR-FRET ratio above about 2000; also: inactives centre near 1500
ROMK primary – modulators of human ROMK potassium channel; Tet-inducible ROMK, thallium flux fluorescence; actives lie on both sides; B-score at 10 µM; 2% of 130,000 active;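 active = signal ratio slope over the read window, or its plate-corrected B-score, at least 3 SD from the plate mean, either direction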;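 also: B-score of the F/F0 ratio slope over 7 to 12 s after thallium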
Target sequence (P48048 whole entry, looked up): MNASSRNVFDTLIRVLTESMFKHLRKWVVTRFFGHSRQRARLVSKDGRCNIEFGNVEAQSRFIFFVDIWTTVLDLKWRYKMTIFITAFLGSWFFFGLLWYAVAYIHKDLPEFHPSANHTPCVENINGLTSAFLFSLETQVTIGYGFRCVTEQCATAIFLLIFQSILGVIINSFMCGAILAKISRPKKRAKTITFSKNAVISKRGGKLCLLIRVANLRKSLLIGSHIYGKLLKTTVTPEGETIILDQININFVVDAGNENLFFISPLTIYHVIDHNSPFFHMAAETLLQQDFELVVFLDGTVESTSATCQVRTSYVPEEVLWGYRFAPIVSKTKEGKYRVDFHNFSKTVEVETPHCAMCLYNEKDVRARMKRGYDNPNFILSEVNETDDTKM
PPARg SRC3 recr – promotes SRC-3 coactivator recruitment by human PPARgamma | P37231 | 0.26% of 200,000 active | activation, % at 8 µM | AID 731 | biochemical PPARgamma/SRC-3 coactivator recruitment assay; in the data active = activation above about 23%;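 also: 0% = DMSO and 100% = reference agonist; some compounds past the cut are filed as inactive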
STAT3 activator – STAT3 signaling activation | activation (% of control), % at 5.6 µM | U3A cells, IL-6 STAT3-luciferase reporter, luminescence; 100% = signal with IL-6 EC80 alone | AID 871 | 0.91% of 190,000 active;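 active = activation above the screen-wide mean of compound activation plus 3 SD, cut at about 130% in these data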;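 also: 0% = background luminescence of wells with medium and substrate only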
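Test system: STAT3-luciferase reporter U3A cells; Detection: reporter luminescence signal; Times: 1 h compound pre-exposure, 6 h IL-6 stimulation, 37 °C; Benchmarks: IL-6-only high control; Also added: IL-6 stimulus at 33 ng/mL final.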
STAT3 blocker – STAT3 signaling inhibition | U3A cells, IL-6 STAT3-luciferase reporter, luminescence; host cell line lacks STAT1 | inhibition, % at 5.5 µM | 0.89% of 190,000 active | AID 862;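 active = inhibition above the mean inhibition across all screened compounds plus 3 SD, cut at about 44% in these data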;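 also: 0% = DMSO only wells and 100% = 100 µM nifuroxazide control wells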
bIAP inh – blocks bovine intestinal alkaline phosphatase activity; purified bovine IAP, CDP-star luminescence, 30 min; inhibition, % at 20 µM; 190,000 tested, under 10 active;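 active = over 50% inhibition of intestinal alkaline phosphatase at 20 µM in the single-dose screen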
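System: Purified bovine intestinal alkaline phosphatase (IAP) enzyme | Input: IAP diluted 1/65,000,000 in the well | Also added: CDP-star chemiluminescent phosphatase substrate, 30 µM final | Dosing: 20 µM single dose | Times: Enzyme reaction for 30 min at room temperature | Detection: Luminescence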
TNAP act hiacc – activators of human TNAP at high phosphate acceptor concentration | purified TNAP, CDP-star luminescence, 1 M DEA, 30 min; active compounds read high; 0 = EDTA background, 1 = DMSO-only activity | activation factor at 20 µM | P05186 | 200,000 tested, under 10 active;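 active = activation factor at least 2 at 20 µM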
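Assay system: human TNAP; Input: enzyme diluted 1/800 final; Reagent: CDP-star luminogenic substrate at 100 µM final; Timing: 30 min, room temperature; Signal: luminescence; Evaluation: TNAP activation factor scaled between EDTA and DMSO control wells.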
PPARg SRC1 recr – PPARgamma-driven SRC-1 recruitment agonism; 0.41% of 200,000 active; P37231; PPARgamma-SRC-1 coactivator recruitment biochemical assay; activation, % at 8 µM; in the data active = activation above about 19%;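 also: 0% = DMSO and 100% = reference agonist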
STAT1 blocker – reduces IFN-gamma driven STAT1 reporter signal. NIH 3T3 STAT1-luciferase reporter, luminescence. inhibition, % at 5.5 µM. 0.35% of 200,000 active;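 active = inhibition above a set limit, the mean inhibition across all tested compounds plus 3 SD, cut at about 34% in these data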;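 also: 0% = IFN-gamma with DMSO and 100% = IFN-gamma with 300 µM nifuroxazide; values of inactives mirror those of a sister screen read the other way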
* = called active by the depositor; · = no result given.

Compound	PPARg SRC2 recr	bIAP act	TR-FRET SRC-2 ct	ROMK primary	PPARg SRC3 recr	STAT3 activator	STAT3 blocker	bIAP inh	TNAP act hiacc	PPARg SRC1 recr	STAT1 blocker
CC(C)CC(NC(=O)C1CCC(C)CC1)C(=O)NCc1ccccn1 (stereo unspecified)	3	1	1494	1	6	100	-3	-3	1.1	4	-1
O=C1C(N2CCOCC2)=C(n2nnc3ccccc32)C(=O)c2ccccc21	5	0.6	1507	-1.4	13	101	4	41	1	2	1
O=C(Nc1nccs1)c1ccc(-c2ccc(Cl)cc2)o1	2	1.1	1539	0.76	3	90	16	-10	1	-6	-41
Cn1c(SCC(=O)Nc2sccc2C#N)nnc1-c1ccccc1	5	0.9	1546	-0.062	3	112	-10	11	1	3	0
CCc1ccc(NC(=S)N(CCCN2CCOCC2)Cc2ccco2)cc1	-3	1.1	1543	0.3	-6	92	12	-10	1	7	0
COc1ccc(OCC(=O)Nc2ccc(NC(=O)c3cccs3)c(OC)c2)cc1	0	1.1	1494	-0.85	3	90	15	-6	1.1	-3	0
CCC(C)Sc1cc(C)c(C#N)c2nc3ccccc3n12 (stereo unspecified)	9	0.9	1624	-0.14	3	98	3	9	1	2	12
Cc1oc2c(c1C(=O)NCc1cccnc1)C(=O)c1ccccc1C2=O	9	0.9	1439	·	-3	·	·	11	1	-1	90*
O=C(CSc1nnc(-c2ccccc2)c(-c2ccccc2)n1)N1CCOCC1	7	1	1531	0.093	11	90	11	0	1	8	4
CCOC(=O)C1CCN(c2ncnc3c2[nH]c2cccc(OC)c23)CC1	-7	1.1	1642	0.037	-2	103	1	-14	1	5	5
COc1ccc(C(=O)Nc2nc(N)n(-c3ccccc3)n2)cc1	0	1	1585	2.4	-4	98	6	-2	1.1	7	0
CCOC(=O)CCc1c(C)c2ccc(OCC(=O)OC(C)C)cc2oc1=O	11	0.9	1356	·	3	101	1	9	1.1	13	2
COc1ccc(-c2nc3ccccc3c(=O)n2CCOc2c(C)cccc2C)cc1	9	0.9	1594	0.032	2	97	4	5	1	-3	1
COc1ccc2[nH]cc(CCNS(=O)(=O)c3ccc(F)cc3)c2c1	4	1.1	1611	0.11	3	96	8	-10	1.1	-3	4
Cc1cc([N+](=O)[O-])ccc1NC(=S)NC(=O)Cc1ccccc1	-4	0.8	1414	-0.49	1	98	2	20	1.1	1	4
CC(OC(=O)c1ccccc1OCc1ccc(Cl)cc1)C(N)=O (stereo unspecified)	3	0.9	1526	-0.0055	0	94	13	6	1	-4	-7
O=C(Nc1cccc(Cl)c1)c1ccc(F)c(S(=O)(=O)N2CCN(c3ccccn3)CC2)c1	7	0.9	1629	0.08	-1	95	9	9	1	-2	-2
Cc1cc(C)cc(NC(=S)Nc2ccc3cn[nH]c3c2)c1	8	0.9	1656	-0.52	4	95	6	6	1	2	0
CCN(CC)c1ccc(/C=N/N2C(=O)c3ccccc3C2=O)c(O)c1	-10	1	1461	0.71	-2	101	-4	-1	1.1	-4	5
CCn1c(SCC(=O)N/N=C/c2ccc(C)o2)nnc1-c1ccc(C)cc1	5	1.1	1746	-0.092	0	89	15	-6	1	1	-4
CCOC(=O)/C(C#N)=C1/SC(CC)C(=O)N1c1ccc(Br)cc1 (stereo unspecified)	-1	1	1579	·	-4	101	3	2	1.1	-5	0
CC1CCN(C(c2nnnn2CCc2ccccc2)C(C)C)CC1 (stereo unspecified)	-6	1	1544	-1.4	2	105	2	-5	1.1	8	5
O=C1C(Cl)=C(N2CCOCC2)C(=O)N1c1ccccc1Cl	1	1	1575	·	-5	98	6	3	1	-1	-4
CCOc1ccc(Br)cc1S(=O)(=O)Nc1cccc(S(=O)(=O)N(C)c2ccccc2)c1	1	1.1	1547	·	3	100	2	-6	1	-1	5
CCOC(=O)Cn1nc(/C=C/c2ccc(C(C)C)cc2)ccc1=O	-2	1.1	1587	·	6	101	9	-10	1	7	-7
O=C(Cn1nnc(-c2ccncc2)n1)N(C1CCCCC1)C1CCCCC1	1	1	1634	·	-17	108	-4	0	1	9	22
CC(C)C1Cc2c(C#N)c(N)n(C)c(=S)c2CO1 (stereo unspecified)	-10	0.9	1445	0.0045	-9	102	1	10	1	-4	10
Cc1ccnc(N/C=C(/NC(=O)c2ccccc2)C(=O)N/N=C\c2ccc(F)cc2)n1	-1	1	1542	1.8	1	95	6	0	1.1	-7	7
COc1ccc(OC)c(Cc2nnc(CCC(=O)NC3C4CC5CC(C4)CC3C5)o2)c1 (stereo unspecified)	1	1	1249	0.00066	2	103	-2	5	1.1	-4	-11
CCCC(=O)Nc1sc(C)c(-c2ccc(OC)cc2)c1C#N	4	0.9	1554	·	0	89	18	7	1	5	20

The listing continues:
Compound	PPARg SRC2 recr	bIAP act	TR-FRET SRC-2 ct	ROMK primary	PPARg SRC3 recr	STAT3 activator	STAT3 blocker	bIAP inh	TNAP act hiacc	PPARg SRC1 recr	STAT1 blocker
CCOC(=O)Cn1cc(-c2ccccc2)nn1	6	1	1550	·	6	107	-4	-4	1	7	5
CCOC(=O)c1c(NC(=O)CC2SC(N)=NC2=O)sc2c1CCCC2 (stereo unspecified)	8	1	1680	·	10	92	20	3	1	10	0
COCCn1c(COc2ccc(C)cc2)nc2ccccc21	8	0.9	1463	·	-8	92	12	13	1	-4	-22
Cc1ccc(-c2nnc(SCC(=O)O)n2N)cc1	-2	0.9	1576	-0.95	7	96	7	6	1	5	-4
CCN(CC)CCNc1ccc(CO)c2sc3ccccc3c(=O)c12	3	0.9	1664	·	-1	119	-19	13	0.9	5	-27
CCOC(=O)C1C(c2cccc(F)c2)NC(=S)NC1(O)C(F)(F)F (stereo unspecified)	3	1	1495	-0.16	-2	98	4	0	1	-2	2
Cc1cc2n(c(=O)c1C#N)CCCN2c1ccccc1	2	1.1	1484	·	-10	98	4	-11	1	4	-3
CCC(=O)OCCNc1cc(Sc2nccn2C)c2nonc2c1[N+](=O)[O-]	-1	0.7	1500	·	-1	102	-2	30	0.9	-2	3
CCOc1ccc(N(CC(=O)N2CCN(c3ccccc3)CC2)S(=O)(=O)c2c(C)noc2C)cc1	-6	0.9	1416	·	-3	95	14	11	1.1	-4	16
O=C(COc1ccc(C(=O)c2ccccc2)cc1)NCC(=O)Nc1ccccc1Br	-13	0.7	1636	0.76	5	102	-6	30	1	0	5
CCOc1ccc(-n2c(=O)c3sccc3n(CC(=O)NCCc3ccc(OC)c(OC)c3)c2=O)cc1	6	1	1551	-1.1	-4	107	-6	-2	1	5	-2
COCCSc1nnc(NC(=O)Cc2ccc(OC)c(OC)c2)s1	-3	1	1455	1.6	5	101	6	4	1	1	-7
CCC1=Nc2cc(C(=O)NCc3ccco3)ccc2Sc2ccccc21	-1	0.9	1770	0.63	2	104	-7	9	1	3	-7
CCOC(=O)c1ccc(NC(=O)CNS(=O)(=O)c2ccccc2)cc1	7	0.6	1531	0.51	-5	97	4	40	1	0	-2
COc1ccccc1CNc1ccc([N+](=O)[O-])cc1C	2	0.9	1475	-2.1	5	89	15	14	1	5	9
COc1ccc(S(=O)(=O)N2CCc3ccccc32)cc1C(=O)OCc1nnc(-c2ccccc2)o1	-7	1.1	1410	0.49	4	110	-9	-7	1	4	-9
COCCn1c(CN2CC(C)CC(C)C2)nc2c1c(=O)n(C)c(=O)n2C (stereo unspecified)	1	1.1	1607	·	-2	99	10	-8	1	-3	-2
O=C(c1ccc(N2CCCCC2)c([N+](=O)[O-])c1)N(c1ccccn1)c1ccccn1	11	0.9	1585	·	0	95	8	10	0.9	8	7
O=C(CSc1nc2ccccc2c(=O)n1-c1ccccc1)N1CCc2ccccc2C1	-1	1	1597	-0.11	1	96	8	-2	0.9	2	-1
CCOc1ccc(CC(=O)N2N=C(C)CC2(O)C(F)(F)F)cc1 (stereo unspecified)	-2	1.1	1454	0.27	0	98	1	-5	1	6	-4
Cc1cccc(C(=O)N(NC(=O)Oc2ccccc2)C(C)(C)C)c1	-2	1.5	1553	1	-5	97	2	-53	1	0	-1
Cc1cc(C)nc(SCc2cc(=O)c(OC(=O)c3ccc(S(=O)(=O)N4CCCC4)cc3)co2)n1	5	1	1660	0.05	2	96	2	4	1	0	8
CCCc1nnc(NC(=O)CCC(=O)N2CCCCC2CC)s1 (stereo unspecified)	-4	0.9	1546	-0.013	1	102	3	8	1	2	2
COc1cccc(NC(=O)Nc2cccs2)c1	10	0.9	1565	·	4	94	9	12	1	5	-1
CC(=O)Nc1ccc(C#Cc2ccc(NC(C)=O)cc2)cc1	-3	1.1	1488	1.4	6	131	-28	-8	1	4	-31
S=C(Nc1cccnc1)Nc1ccccc1Br	0	0.9	1459	-0.9	4	97	9	7	1	1	-4
COc1ccc(N2CCN(C(CNC(=O)C3CCCCC3)c3cccnc3)CC2)cc1 (stereo unspecified)	1	1	1481	-1.2	-2	98	5	2	1	2	-6
CN(Cc1ccon1)C(=O)CCc1nnc(CCCCc2ccccc2)o1	2	1	1678	2	3	94	11	3	1.1	4	12
O=C(Nc1nc(-c2ccc3c(c2)OCO3)cs1)c1ccncc1	-5	1	1410	·	3	46	65*	-1	1	3	9
Cc1ccc(C)n1-n1c(C)nc2sc3c(c2c1=O)CCCCC3	12	0.9	1598	·	8	99	5	5	1	-3	2
COc1ccc(-c2[nH]ncc2CN2CCN(C3CCCCC3)C(=O)C2)cc1F	11	1	1648	0.23	-2	103	1	-4	1.1	3	1
COc1ccc2c(c1)-c1nc(/N=C/c3ccccc3O)sc1CC2	0	1	1469	·	5	99	6	-5	1	11	3

Rewritten as labelled records: entries from further up.
SMILES: CCC(=O)OCCNc1cc(Sc2nccn2C)c2nonc2c1[N+](=O)[O-]
- PPARg SRC2 recr: -1
- bIAP act: 0.7
- TR-FRET SRC-2 ct: 1500
- ROMK primary: ·
- PPARg SRC3 recr: -1
- STAT3 activator: 102
- STAT3 blocker: -2
- bIAP inh: 30
- TNAP act hiacc: 0.9
- PPARg SRC1 recr: -2
- STAT1 blocker: 3
SMILES: CCOc1ccc(N(CC(=O)N2CCN(c3ccccc3)CC2)S(=O)(=O)c2c(C)noc2C)cc1
- PPARg SRC2 recr: -6
- bIAP act: 0.9
- TR-FRET SRC-2 ct: 1416
- ROMK primary: ·
- PPARg SRC3 recr: -3
- STAT3 activator: 95
- STAT3 blocker: 14
- bIAP inh: 11
- TNAP act hiacc: 1.1
- PPARg SRC1 recr: -4
- STAT1 blocker: 16
SMILES: O=C(COc1ccc(C(=O)c2ccccc2)cc1)NCC(=O)Nc1ccccc1Br
- PPARg SRC2 recr: -13
- bIAP act: 0.7
- TR-FRET SRC-2 ct: 1636
- ROMK primary: 0.76
- PPARg SRC3 recr: 5
- STAT3 activator: 102
- STAT3 blocker: -6
- bIAP inh: 30
- TNAP act hiacc: 1
- PPARg SRC1 recr: 0
- STAT1 blocker: 5
SMILES: CCOc1ccc(-n2c(=O)c3sccc3n(CC(=O)NCCc3ccc(OC)c(OC)c3)c2=O)cc1
- PPARg SRC2 recr: 6
- bIAP act: 1
- TR-FRET SRC-2 ct: 1551
- ROMK primary: -1.1
- PPARg SRC3 recr: -4
- STAT3 activator: 107
- STAT3 blocker: -6
- bIAP inh: -2
- TNAP act hiacc: 1
- PPARg SRC1 recr: 5
- STAT1 blocker: -2
